# Source: PubChem BioAssay
# H37Rv inhibition – M. tuberculosis growth inhibition, HTS (AID 449762); M. tuberculosis H37Rv growth inhibition, 7H9 media; higher % means a stronger effect; inhibition, % at 25 µM, or IC50 in µM where a hit was titrated; actives 0.59% (n = 330,000); in the data active means a potency from the dose series; inconclusive means inhibition above about 70% without an active follow-up result;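 further: bacterial growth assessed after seven days of incubation; strong numbers were not always called active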
# influenza NS1A – NS1A inhibition, H1N1 influenza, cell based functional assay (AID 504329); one-dose inhibition, % at 12.5 µM; IC50 in µM for titrated hits; NS1A functional cell-based assay, percent inhibition; higher % means a stronger effect; actives 0.3% (n = 340,000); in the data active means a potency from the dose series; inconclusive means inhibition above about 27% without an active follow-up result; further: strong numbers were not always called active
# PhoP GFP inhibition – PhoP regulon inhibitors, Salmonella typhi PhoP promoter GFP reporter, confirmatory (AID 1850) | Salmonella Typhi PhoP-promoter GFP reporter, fluorescence, 4 h; higher % means a stronger effect | one-dose inhibition, % at 50 µM; IC50 in µM for titrated hits | actives 0.33% (n = 310,000); in the data active means a potency from the dose series; inconclusive means inhibition mostly from about 25% at the one dose, without a potency; inactive means the rest, 99 in 100 with inhibition below about 19%;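 further: 0% = induced wells with vehicle and 100% = uninduced wells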
# M. tuberculosis – growth inhibition of non-replicating M. tuberculosis (AID 488890). one-dose inhibition, % at 25 µM; IC50 in µM for titrated hits. actives 0.39% (n = 320,000). Mycobacterium tuberculosis non-replicating, growth inhibition; higher % means a stronger effect; in the data active means a potency from the dose series; inconclusive means inhibition mostly from about 82% at the one dose, without a potency; inactive means the rest, 99 in 100 with inhibition below about 76%;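 further: plate controls were DMSO cells for no effect and high antibiotic wells for full effect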
# inhibitors of VEEV – inhibitors of VEEV TC-83 cytopathic effect, confirmation, Vero cells (AID 588727) | Vero cells, VEEV TC-83 cytopathic effect inhibition; higher % means a stronger effect | one-dose inhibition, % at 20 µM; IC50 in µM for titrated hits | actives 0.13% (n = 350,000); in the data active means a potency from the dose series; inconclusive means inhibition mostly from about 14% at the one dose, without a potency; inactive means the rest, 99 in 100 with inhibition below about 12%; further: strong numbers were not always called active
# inhibitors of VEEV 10K pilot screen – also measured in inhibitors of VEEV; calls as there; inhibition, %; measured here: 10K pilot screen inhibition
# Active calls of the source: *; i = inactive; ? = inconclusive; nt = not tested or not shown.
SMILES,H37Rv inhibition,influenza NS1A,PhoP GFP inhibition,M. tuberculosis,inhibitors of VEEV,others
Cc1ccc(S(=O)(=O)N(C)C[C@@H]2Oc3ccc(NS(=O)(=O)c4ccccc4)cc3CC(=O)N([C@@H](C)CO)C[C@H]2C)cc1,nt,5%,nt,nt,0.8%,
Cc1ccc(C(=O)NCC(=O)NC2CCCC2)cc1,5%,3%,-12%,11%,i,
CN(CC(=O)NCCCN1CCOCC1)S(=O)(=O)c1ccc(Cl)cc1,-7%,1%,nt,-1%,2.8%,
Cc1ccc(C(=O)CCC(=O)NCc2ccccc2)cc1,-6%,0%,1%,20%,0.4%,
O=C(Oc1cccc(NC2=NS(=O)(=O)c3ccccc32)c1)c1cccnc1,-5%,-1%,12%,-8%,2.5%,
O=c1[nH]c2ccc(F)cc2[nH]c1=O,2%,-1%,-8%,11%,1.6%,
COc1cc(C(=O)N(CCCO)Cc2cc3ccc(C)c(C)c3[nH]c2=O)cc(OC)c1OC,-1%,8%,-4%,-8%,2.6%,
CCOc1ccccc1NC(=O)C1Cc2ccccc2CN1S(C)(=O)=O (stereo unspecified),7%,-4%,12%,30%,4.9%,
CC(=O)c1ccc(N2CCN(C(=O)CN(C)S(=O)(=O)c3cnc[nH]3)CC2)cc1,0%,6%,-15%,4%,1.9%,
CN1C(C(=O)NCc2ccco2)CC2Cn3c(nc4cc5ccccc5cc43)C21 (stereo unspecified),-4%,3%,-6%,5%,1.4%,
NS(=O)(=O)c1ccc(CNC(=O)c2cnccn2)cc1,-11%,-7%,8%,nt,0.6%,
Cc1cccc(-c2nnc(SCC(=O)NCc3ccc4c(c3)OCO4)n2C)c1,-6%,1%,0%,16%,5.4%,
CCCCc1nc2ccccc2c(NC(=O)CNC(C)(C)C)c1CCC,-9%,10%,5%,1%,0.6%,
CC(C)C[C@H](NC(=O)c1nc[nH]c1C(=O)NCC(=O)OCc1ccccc1)C(=O)OC(C)(C)C,5%,-8%,12%,67%,1.1%,inhibitors of VEEV 10K pilot screen=1.9
C=CCn1c(C)c(C(C)=O)c(N2CCN(c3ccccc3)CC2)nc1=S,-7%,3%,-8%,68%,1.1%,
Cc1cc(Oc2cc(N)cc([N+](=O)[O-])c2)ccc1Cl,6%,0%,1%,44%,3.2%,
COC(=O)C1C(c2ccc(Cl)cc2)NC(c2ccc(Cl)cc2)C(C(=O)OC)S1(=O)=O (stereo unspecified),-10%,14%,-6%,-15%,0.2%,
O=[N+]([O-])c1cccc(-c2cc(-c3cc(Br)ccc3O)[nH]n2)c1,15%,2%,-1%,-3%,?,
Fc1ccc(-c2csc(-c3ccccn3)n2)cc1F,-2%,-4%,0%,14%,i,
CCOc1ncccc1C(=O)N1CCN(S(=O)(=O)c2cccs2)CC1,-6%,-3%,nt,0%,1.3%,
COc1ccc(C2C3=C(CCCC3=O)NC3=C2C(=O)c2ccccc23)cc1 (stereo unspecified),6%,nt,-19%,7%,8.0%,
COc1ccc2nc(C)cc(N/N=C/c3cccc(OC)c3O)c2c1,?,18%,3%,?,i,
Cc1c(C(C)(C)O)[nH]c2cc(C(F)(F)F)ccc12,2%,0%,-5%,-3%,0.9%,
O=C(CC1CCOCC1)Nc1ccc(Cl)c(Cl)c1,7%,-5%,-1%,21%,0.9%,
c1ccc(NC2=Nc3ccccc3CS2)cc1,-2%,-6%,-3%,2%,i,
Cc1c(O)c(=O)c2ccccc2n1C,-5%,8%,-11%,-13%,1.1%,
CCCCN(CC)C(=O)c1cccc(Cl)c1,-9%,7%,8%,-1%,2.3%,
O=C(CSc1nnc(NC(=O)C2CC(=O)N(c3ccccc3)C2)s1)NCC1CCCO1 (stereo unspecified),-5%,-6%,-17%,-12%,3.7%,
Cc1cc(C)c(NC(=O)C2CCCO2)c(C)c1 (stereo unspecified),-10%,0%,-1%,-8%,0.5%,
O=S(=O)(CCc1nc2ccccc2[nH]1)c1ccc(Br)cc1,-4%,9%,0%,1%,0.1%,
CCOc1ccccc1NC(=O)CN(c1ccc(Cl)cc1)S(C)(=O)=O,3%,1%,-6%,24%,0.2%,
COc1ccc(-c2csc(/C(C#N)=C/Nc3ccc4c(c3)OCCO4)n2)cc1,8%,-2%,-7%,3%,1.1%,
CCN1CCN(S(=O)(=O)c2ccc(Cl)c(C(=O)N(C)Cc3cccc(OC)c3)c2)CC1,-15%,-14%,1%,9%,2.1%,
CCOC(=O)c1cc2c(ccn2C)n1CC(=O)N1CCCC(C)C1 (stereo unspecified),-1%,4%,9%,-11%,1.9%,
CCc1ccc(NC(=O)CCNS(=O)(=O)c2cccc3nonc23)cc1,43%,-3%,3%,22%,3.2%,
O=C1NC(=O)C2(Cc3ccccc3N3CCCC32)C(=O)N1 (stereo unspecified),-1%,-2%,-2%,12%,2.1%,
CCOC(=O)C1CCCN(C2CC(=O)N(c3ccc(N4C(=O)CC(N5CCCC(C(=O)OCC)C5)C4=O)cc3)C2=O)C1 (stereo unspecified),-9%,1%,-2%,-17%,1.3%,
COc1ccc2c(C)cc(SCC(=O)Nc3cc(C(N)=O)cc(C(N)=O)c3)nc2c1,10%,-3%,-1%,-12%,0.1%,
CCn1c(NCc2cccs2)nc2ccccc21,-8%,-7%,1%,8%,1.0%,
CCOCCCN(C)C1CCN(S(=O)(=O)c2csc(C(N)=O)c2)CC1,0%,1%,11%,-4%,1.7%,
O=C(NC1CCCC1)C(c1cccnc1)N(C(=O)c1csnn1)c1ccc(F)cc1 (stereo unspecified),0%,7%,1%,-14%,1.3%,
O=C1Nc2ccccc2OC1CC(=O)N1CCOCC1 (stereo unspecified),1%,-1%,-10%,4%,0.7%,
O=C(NC(=S)NCc1ccc(-c2nc3ccccc3s2)cc1)c1ccco1,0%,8%,-11%,16%,i,
COc1cc(CC2COC(c3ccc(O)c(OC)c3)C2COC(C)=O)ccc1O (stereo unspecified),-5%,-7%,-6%,-12%,2.1%,
COC(=O)c1sc(N2C(=O)C(O)=C(C(=O)c3ccc(C)o3)C2c2ccco2)nc1C (stereo unspecified),6%,-2%,-5%,17%,2.6%,
CCOC(=O)c1c(C)n(-c2ccc(C)cc2)c2ccc(O)c(CN(C)C)c12,?,-10%,-4%,74%,3.6%,
O=C(c1ccc(F)cc1)C1CCN(C(=O)c2ccc(F)cc2)CC1,2%,-2%,-4%,-8%,i,
CCOc1cc(C(=O)NCCc2ccc(S(N)(=O)=O)cc2)cc(OCC)c1OCC,2%,-1%,-9%,1%,0.5%,
NC(=O)c1ccsc1NC(=O)COC(=O)c1cc(Cl)ccc1O,48%,-3%,-10%,31%,5.3%,
S=C(Nc1ccccc1)N1CCOCC1,6%,-7%,-12%,-3%,0.2%,
COc1cccc(C(=O)NC2CCCc3ccccc32)c1 (stereo unspecified),6%,0%,-9%,24%,0.3%,
CCCn1c(C(C)Nc2nc(-c3ccc(C)cc3)cs2)nc2cc(Cl)c(Cl)cc21 (stereo unspecified),9%,-11%,-18%,nt,0.5%,
COCCNS(=O)(=O)c1ccc(SC)cc1,-2%,2%,-12%,-9%,0.5%,
CC1(C)Cc2c(sc3[nH]c(=S)n(Cc4ccccc4)c(=O)c23)CO1,6%,-5%,-12%,-3%,i,
O=C(/C=C/Nc1ccccc1Br)c1ccccn1,2%,6%,-9%,2%,5.5%,
O=C(COC(=O)c1ccc2[nH]c3c(c2c1)CCCC3)NC1CCS(=O)(=O)C1 (stereo unspecified),11%,0%,-13%,-3%,0.5%,
CCOCCCNC(=S)N1CCN(C(=O)C(=O)Nc2ccc(C(=O)OC)cc2)CC1,2%,-5%,6%,-2%,0.1%,
Nc1cccc2c1C(=O)N(Cc1nnc(-c3ccccc3Br)o1)C2=O,3%,0%,-7%,8%,0.8%,
Nc1nnc(CSCc2ccc(Cl)cc2Cl)s1,6%,2%,4%,3%,0.7%,
Cc1cc(C)nc(-n2nc(C)cc2NC(=O)CN2CCC(C)CC2)n1,6.9µM*,20%,20%,?,2.5%,

# Overlap with the part before: 2 entries, followed by the next part.
SMILES,H37Rv inhibition,influenza NS1A,PhoP GFP inhibition,M. tuberculosis,inhibitors of VEEV,others
Nc1nnc(CSCc2ccc(Cl)cc2Cl)s1,6%,2%,4%,3%,0.7%,
Cc1cc(C)nc(-n2nc(C)cc2NC(=O)CN2CCC(C)CC2)n1,6.9µM*,20%,20%,?,2.5%,
O=C(NNC(=O)c1ccccc1F)c1ccc2nc[nH]c2c1,-14%,-13%,-8%,-12%,1.6%,
Cc1noc(C)c1COC(=O)c1cc2c3ccccc3n(C)c2s1,14%,29%,-2%,8%,3.4%,
CN1C(=O)CC(Sc2ccccc2C(=O)O)C1=O (stereo unspecified),0%,20%,-18%,i,4.5%,
CCOC(=O)CNC(=O)c1cc(-c2ccc3c(c2)OCCO3)oc1C,2%,-6%,-3%,1%,5.5%,
COc1ccc(-c2noc(CCC(=O)Nc3nc4ccccc4s3)n2)cc1,2%,nt,-12%,21%,nt,
CCSc1ncc(Cl)c(C(=O)Nc2ccccc2Cl)n1,0%,16%,-1%,-4%,1.0%,
COc1ccc(C(=O)c2cc3cccc(OC)c3o2)cc1,5%,-11%,11%,nt,2.0%,
CS(=O)(=O)Nc1ccc(C(=O)Nc2ccc3c(c2)OCO3)cc1,-1%,5%,4%,-15%,i,

# Entries above that contain a furan ring, fused or not:
SMILES,H37Rv inhibition,influenza NS1A,PhoP GFP inhibition,M. tuberculosis,inhibitors of VEEV,others
CN1C(C(=O)NCc2ccco2)CC2Cn3c(nc4cc5ccccc5cc43)C21 (stereo unspecified),-4%,3%,-6%,5%,1.4%,
O=C(NC(=S)NCc1ccc(-c2nc3ccccc3s2)cc1)c1ccco1,0%,8%,-11%,16%,i,
COC(=O)c1sc(N2C(=O)C(O)=C(C(=O)c3ccc(C)o3)C2c2ccco2)nc1C (stereo unspecified),6%,-2%,-5%,17%,2.6%,
CCOC(=O)CNC(=O)c1cc(-c2ccc3c(c2)OCCO3)oc1C,2%,-6%,-3%,1%,5.5%,
COc1ccc(C(=O)c2cc3cccc(OC)c3o2)cc1,5%,-11%,11%,nt,2.0%,

# Pulled by compound from the list above, 5 records:
SMILES,H37Rv inhibition,influenza NS1A,PhoP GFP inhibition,M. tuberculosis,inhibitors of VEEV,others
COc1ccc(C(=O)c2cc3cccc(OC)c3o2)cc1,5%,-11%,11%,nt,2.0%,
CCOC(=O)CNC(=O)c1cc(-c2ccc3c(c2)OCCO3)oc1C,2%,-6%,-3%,1%,5.5%,
COc1ccc(-c2noc(CCC(=O)Nc3nc4ccccc4s3)n2)cc1,2%,nt,-12%,21%,nt,
O=C(NNC(=O)c1ccccc1F)c1ccc2nc[nH]c2c1,-14%,-13%,-8%,-12%,1.6%,
CN1C(=O)CC(Sc2ccccc2C(=O)O)C1=O (stereo unspecified),0%,20%,-18%,i,4.5%,
